Screening results deposited in PubChem BioAssay by National Center for Advancing Translational Sciences (NCATS).
KB-3-1 cytotox: KB-3-1 parental cell cytotoxicity. Potency, µM (titrated, usually from 46.1 µM), without a hit: at the top dose activity change, negative = cytotoxic, hits mostly cytotoxic. 400,000 compounds, 1.4% hits. KB-3-1 viability, CellTiter-Glo ATP luminescence, 72 h. AID 1347075; note: potency is the fitted concentration of half-maximal effect; % is set by controls: 0 for no effect and ±100 for the full control effect; nearly all actives have a fitted effect of over 60% in size
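Screening of KB-3-1 cells (DMEM, 10% FBS, phenol-red free) ran from lowest to highest compound concentration; after 72 h at 37 °C viability was read luminescently and curves fitted.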
IL1B secr inh: blocks inflammasome-driven IL-1 beta release. THP-1 LPS/ATP IL-1B secretion, AlphaLISA, 16 h; stronger effect = lower value. activity change, % at 57.5 µM. 360,000 compounds, 4.7% hits. AID 743279; in the data active = activity change below about -50%; inconclusive = mostly about -30% to -49%; note: % is set by controls: 0 for no effect and ±100 for the full control effect
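Secreted IL-1B measured by AlphaLISA bead assay after 16 h compound exposure of THP-1 cells; compounds (final up to 57.5 uM) added 1 h before LPS (250 ng/mL) and ATP (1.25 mM) stimulation; lower signal means less secretion.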
HT1080 IDH1KD tx: toxicity to HT-1080 IDH1 knockdown cells (counter line); 360,000 compounds, 2% hits; Potency, µM (series often up to 46.1 µM), for inactives: at the highest dose activity, negative = toxicity, actives largely listed as cytotoxic; HT-1080 IDH1 knockdown viability, ATP luminescence, 48 h;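 note: potency is the fitted concentration of half-maximal effect; 0% = DMSO wells and -100% = cell-free medium wells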
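Luminescent ATP read-out (CellTiter-Glo, 10 min at room temperature) after 48 h compound exposure at 37 °C gave viability of IDH1-knockdown HT-1080 cells. Activity was normalised to DMSO and cell-free wells, then fitted as concentration-response curves.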
HepG2 tox: kills HepG2 cells in TGF-b inhibitor counter-screen; 410,000 compounds, 0.76% hits; Potency, µM (doses to about 46.1 µM), for inactives: at the highest dose activity change, negative = cytotoxicity, hits mostly cytotoxic; HepG2 CAGA-GFP viability, ATP luminescence, 18 h; AID 588856; note: potency is the fitted concentration of half-maximal effect; some results filed as inactive show a strong effect at the top dose
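CellTiter-Glo luminescence gave cytotoxicity after 18 hours at 37 degrees C. The cells were HepG2 CAGA-GFP in 1% FBS DMEM, stimulated with 500 pg/mL TGF-beta after compound addition. %Activity was normalised to no-cell wells (complete cell-killing) and DMSO (no toxicity), and curves were fitted and classified.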
ATXN2 expr inh: inhibitors of ATXN2 expression | HEK-293 ATXN2-luciferase reporter, luminescence, 24 h | Potency, µM (series often up to 57 µM), without a hit: at the top dose activity change, negative = inhibition, most hits filed as inhibitors | 360,000 compounds, 0.72% hits | AID 1745845; note: potency is the fitted concentration of half-maximal effect; % is set by controls: 0 for no effect and ±100 for the full control effect; nearly all actives have a fitted effect of over 55% in size
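ATXN2-luciferase reporter cells (luciferase flanked by upstream and downstream ATXN2 gene portions) were treated 24 h at 37 °C with compounds at up to 57 uM. SteadyGlo luminescence gave expression; GF-AFC fluorescence gave viability.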
ATXN viability: cell viability loss in ATXN counter-screen; 400,000 compounds, 0.49% hits; S2 cells (HEK-293 line with an ATXN2-luciferase reporter) viability, CellTiter-Fluor protease fluorescence, 24 h; Potency, µM (doses to about 56.7 µM), actives largely listed as cytotoxic; note: potency is the fitted concentration of half-maximal effect; nearly all actives have a fitted effect of over 40% in size
HT1080-NT tox: kills 2HG-producing HT-1080-NT fibrosarcoma cells; 360,000 compounds, 1.6% hits; HT-1080-NT fibrosarcoma viability, CellTiter-Glo ATP luminescence, 48 h; Potency, µM (highest dose often 46.1 µM), inactives show at the top dose activity, negative = less viability, actives largely listed as cytotoxic; AID 686970;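 note: NT is the 2HG producing partner of a matched IDH1 knockdown line; potency is the fitted concentration of half-maximal effect; 0% = DMSO-treated cells and -100% = media-only wells without cells; nearly all actives have a fitted effect of over 55% in size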
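HT-1080-NT; 750 cells/well; 5% FBS RPMI; 48 h compound, 37 degrees C; CellTiter-Glo luminescence; curve fitting and curve-class assignment.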
MCF10A rerep: inducers of DNA re-replication in MCF 10A breast cells | MCF 10A DNA re-replication, Hoechst nuclear intensity, 48 h | 350,000 compounds, 2.9% hits | Potency, µM (series often up to 46.1 µM), for the others: at the highest dose activity, positive = re-replication, most hits filed as activators; note: potency is the fitted concentration of half-maximal effect; % of control where 0% means no effect; nearly all actives have a fitted effect of over 50% in size
SW480 rereplic: inducers of DNA re-replication in SW480 colon cancer cells; 340,000 compounds, 1.8% hits; Potency, µM (series often up to 46.1 µM), inactives show at the highest dose re-replication activation, usual class: activators; SW480 DNA re-replication, Hoechst DNA content imaging, 48 h; note: potency is the fitted concentration of half-maximal effect; % of control where 0% means no effect; nearly all actives have a fitted effect of over 55% in size
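Readout is total intensity of Hoechst-stained nuclei, excited at 405 nm and collected at 500-530 nm. Compound treatment lasted 48 hr at 37 C in 5% CO2 before staining.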
Active calls of the source: *; i = inactive; ? = inconclusive; . = no result given; & = joins results of further samples; [ ] = remark or other dose. Unless noted, calls come from the whole dose curve; as a rule, active = well fitted curve in the direction sought with a large enough effect; inconclusive = small, poorly fitted or top-dose-only effect, or another doubt; inactive = no such curve, though single readings can be large; an effect the other way counts as inactive or inconclusive.

Order of values: HT1080 IDH1KD tx	HT1080-NT tox	MCF10A rerep	SW480 rereplic	KB-3-1 cytotox	ATXN2 expr inh	HepG2 tox	ATXN viability	IL1B secr inh
CCc1nnc(NC(=O)C2CCCO2)s1 (stereo unspecified)
→ -4.6%	19.3%	2.2%	-2.3%	-11.6%	-2.7%[11.3 µM]	-0.4%	i	2.8
O=C(CN1CCc2[nH]c3ccccc3c2C1)N1CCCCC1
→ -3.1%	-4.7%	-2.0%	1.0%	2.9%	-10.1%	-0.4%	i	6.7
Fc1ccc(Br)cc1C1C=C(c2cccnc2)Nc2ncnn21 (stereo unspecified)
→ -6.0%	-7.5%	?	?	?	-2.6%	1.0%	.	28.7
CC(C)(C)S(=O)(=O)N1Cc2cc(=O)n(Cc3ccccc3)c(CCO)c2[C@@H]1CCO
→ -2.1%	-4.2%	-2.6%	?	0.0%	0.9%	-22.4%	i	-7.5
O=C1C(Cl)=C(NC2CCCCC2)C(=O)N1c1ccc(Cl)cc1
→ 6.1%	10.0%	7.3%	-691.9%[inhibitor]	18.5%	66.4%[activator]	-2.1%	i	-21.5
COC(=O)c1cccc(F)c1C(=O)c1cccc2ccccc12
→ 0.0%	-20.0%	?	?	1.4%	-5.2%	5.7%	i	8.5
CC(C)NC(=O)NC(=O)CSc1nnc(COc2ccccc2F)n1C(C)C1CC2CCC1C2 (stereo unspecified)
→ ?	?	12.6µM*	?	?	?	-106.2%	?	-52.4*
Cc1nc2c3ccccc3nc(NNC(=O)CCC(=O)NCCN3CCN(c4ccccc4)CC3)n2n1
→ -7.4%	-5.3%	-1.8%	-9.8%	0.0%	.	-76.1%	i	-14.1
Cc1cc(/C=C2\SC(=S)N(C)C2=O)c(C)n1-c1ccc(O)cc1
→ ?	?	?	?	?	?	-92.3%	?	?
c1ccc(Cn2nnc3ccccc32)cc1
→ -0.6%	11.0%	-0.2%	-7.0%	8.3%	1.7%	3.1%	i	1.3
CCCc1ccc(OCc2nc(-c3ccc(NC(=O)c4ccco4)cc3)no2)cc1
→ ?	?	?	?	?	-14.1%	-59.3%	?	32.1
COc1ccc(NS(=O)(=O)c2ccc(NC(=O)N3CCCC3)cc2)cc1
→ .	.	.	.	5.4%	7.0%	-27.7%	i	.
CC(C)n1nnnc1SCC(=O)NCc1cccs1
→ 8.1%	8.7%	-0.1%	-1.2%	-3.6%	5.6%	2.2%	i	28.0
C=CCNc1nc(=S)[nH]c2cc(OC)c(OC)cc12
→ -5.1%	-8.3%	-9.5%	-15.8%	1.9%	0.1%	0.2%	i	-23.1
O=C(COc1ccc(Br)cc1CNC1CCCC1)Nc1ccccc1
→ ?	?	9.0%	7.6%	-16.4%	-9.0%	-36.7%	i	-62.6*

A second format for part of the listing above:
COc1ccc(NS(=O)(=O)c2ccc(NC(=O)N3CCCC3)cc2)cc1
- HT1080 IDH1KD tx = .
- HT1080-NT tox = .
- MCF10A rerep = .
- SW480 rereplic = .
- KB-3-1 cytotox = 5.4%
- ATXN2 expr inh = 7.0%
- HepG2 tox = -27.7%
- ATXN viability = i
- IL1B secr inh = .

CC(C)n1nnnc1SCC(=O)NCc1cccs1
- HT1080 IDH1KD tx = 8.1%
- HT1080-NT tox = 8.7%
- MCF10A rerep = -0.1%
- SW480 rereplic = -1.2%
- KB-3-1 cytotox = -3.6%
- ATXN2 expr inh = 5.6%
- HepG2 tox = 2.2%
- ATXN viability = i
- IL1B secr inh = 28.0

C=CCNc1nc(=S)[nH]c2cc(OC)c(OC)cc12
- HT1080 IDH1KD tx = -5.1%
- HT1080-NT tox = -8.3%
- MCF10A rerep = -9.5%
- SW480 rereplic = -15.8%
- KB-3-1 cytotox = 1.9%
- ATXN2 expr inh = 0.1%
- HepG2 tox = 0.2%
- ATXN viability = i
- IL1B secr inh = -23.1

Next structures follow:
Order of values: HT1080 IDH1KD tx	HT1080-NT tox	MCF10A rerep	SW480 rereplic	KB-3-1 cytotox	ATXN2 expr inh	HepG2 tox	ATXN viability	IL1B secr inh
CCN1CCN(c2ccc(S(=O)(=O)N3CCCCC3)cc2N)CC1
→ 8.9%	5.2%	13.8%	-2.6%	7.5%	8.6%	-2.3%	i	15.2
COCCNC(=O)CCc1nc(-c2ccccc2)no1
→ -2.0%	-2.1%	0.2%	0.8%	6.8%	-3.2%	-3.4%	i	3.3
C=CCOc1ccc(/C=C2\SC(=S)N(CCC(=O)O)C2=O)cc1
→ 0.4%	-15.2%	2.7%	-18.5%	7.1%	?	-11.2%	i	-8.7
COCc1c(C(C)C)nc(C(C)C)c(/C=C/[C@@H](O)C[C@@H](O)CC(=O)O)c1-c1ccc(F)cc1
→ .	.	9.4%	?	.	-11.8%	.	?	.
Cc1nc2ccccc2n1C(C)c1ccccc1 (stereo unspecified)
→ -5.8%	-12.6%	1.6%	-4.8%	-4.5%	-14.2%	-7.9%	i	36.5
CCOC(=O)c1c(C)[nH]c(C(=O)OCC(=O)NC2(C#N)CCCCC2)c1C
→ 13.8%	4.8%	-2.0%	12.9%	-21.8%	3.2%	1.7%	i	?
Cc1ccc(-n2nnnc2CSc2nnc(-c3ccc(O)cc3)o2)cc1
→ 1.7%	4.4%	0.6%	-4.4%	3.7%	-1.9%	6.7%	i	12.6
O=S(=O)(c1cccc(-c2csc(N/N=C/c3ccco3)n2)c1)N1CCOCC1
→ ?	-28.7%	14.6%	1.5%	-25.6%	?	-1.4%	?	-71.6*
O=C(NC(c1ccc(Cl)cc1)c1ccsc1)C1CCN(Cc2ccc(Oc3ccccc3)cc2)CC1 (stereo unspecified)
→ 11.6µM*	14.6µM*	.	.	-4.5%	-27.2%	-51.9%	?	-62.5*
CSc1ccc(CN2CCC2(C)C(=O)NCc2ccc3c(c2)OCO3)cc1 (stereo unspecified)
→ -12.7%	-1.2%	.	.	-0.1%	-24.0%	-36.7%	?	4.1
CC(O)(c1ccccc1)c1nc(-c2ccc3c(c2)OCO3)cs1 (stereo unspecified)
→ ?	?	.	.	?	3.0%	-2.4%	i	16.7
O=C(Nc1cccc2c1CCCC2)c1ccc(Br)o1
→ -0.1%	1.3%	1.8%	-31.0%[inhibitor]	-8.6%	12.3%	-29.3%	i	-8.7
Cc1ccccc1Oc1cc(NC(=O)Cn2cnc([N+](=O)[O-])c2)cc([N+](=O)[O-])c1
→ -21.3%	-12.4%	-3.9%	0.1%	?	.	-19.9%	?	0.5
COc1ccc(OC)c(/C=N\NC(=O)c2ccc(COc3ccc(C)cc3[N+](=O)[O-])o2)c1
→ 14.4%	19.0%	?	3.7%	-9.2%	-10.3%	0.3%	i	53.7
CCC1=C(c2cc(OC)c(OC)c(OC)c2)C2(CCCC2)C(=O)O1
→ -1.5%	-6.1%	?	-5.5%	3.2%	-15.8%	-2.5%	i	36.2
OCCNc1c2ccccc2nc2ccccc12
→ 23.1µM*	23.1µM*	-10.8%	-3.9%	?	18.9µM*	3.3%	.	-8.5
c1ccc(COc2ccc(OCCCn3cncn3)cc2)cc1
→ -16.0%	-15.7%	-3.7%	-1.2%	-13.4%	15.1%	-11.0%	i	-3.9
CCC1COCCS(=O)(=O)N1Cc1ccc(F)cc1 (stereo unspecified)
→ 0.0%	0.0%	-10.3%	-3.7%	2.5%&8.9%	2.4%	0.0%&0.6%	i	38.3
Cc1cc(C(=O)COC(=O)c2nn(C)c(=O)c3ccccc23)c(C)n1C
→ -1.5%	-8.8%	9.4%	17.1%	-5.0%	6.4%	-9.7%	i	-1.4
CSc1ccc(-c2nc(CSCC(=O)N3CCOCC3)c(C)o2)cc1
→ -14.9%	1.6%	1.3%	-0.6%	?	-1.3%	-25.7%	i	3.2
CCOc1ccc(C(C)NC(=O)CCC(=O)O)cc1 (stereo unspecified)
→ 11.0%	14.7%	-5.4%	-7.7%	-5.1%	-0.9%	5.4%	i	10.9
CCCc1cc(=O)[nH]c(SCC(=O)c2c[nH]c3ccccc23)n1
→ -12.2%	0.9%	1.3%	-0.4%	2.4%	-9.3%	-18.8%	i	29.4
CCOc1ccc(CCNC(=O)CN(C)S(=O)(=O)c2cccc3nsnc23)cc1OCC
→ -10.3%	1.9%	-4.4%	18.0%	-19.1%	5.7%	-30.5%	i	6.1
COc1ccc(OC)c(CNC(=O)c2cnc(N(C)C)nc2)c1
→ .	.	.	.	11.3%	-0.7%	-12.2%	i	.
Cc1ccccc1NC(=O)Nc1cccs1
→ -0.5%	0.2%	20.1%	-3.6%	13.4%	9.7%	-2.6%&-18.7%	i	5.5
Cc1c(NC(=O)c2cnn3c2NC(c2ccc(Br)cc2)CC3C(F)(F)F)c(=O)n(-c2ccccc2)n1C (stereo unspecified)
→ -2.9%	-12.4%	1.8%	8.6%	-2.6%	8.5%	-30.6%	i	-23.1
CC(C)(C)SCCNC(=O)c1ccc(NS(C)(=O)=O)cc1
→ ?	4.0%	?	2.4%	-0.9%	32.8%[activator]	0.8%	i	-11.3
CS(=O)(=O)Nc1ccc(C(=O)NCc2cccnc2)cc1
→ 1.2%	0.0%	-10.3%	-1.9%	-0.7%	4.4%	3.5%	i	16.6
CC/C(=N/Nc1ccccc1)c1cnnc(-c2ccccc2)n1
→ 14.6%	7.8%	8.8%	-0.3%	?	-18.0%	-17.4%	?	4.5
Nn1c(Nc2ccccc2)nc2ccccc21
→ -16.6%	-17.2%	-0.8%	-4.8%	-0.7%	45.2%[activator]	-1.0%	i	-0.3
OCCC1CN(CC2CC2)CCN1Cc1ccc(F)c(F)c1 (stereo unspecified)
→ 1.8%	5.5%	-0.3%	3.8%	16.9%	5.1%	26.8%	i	5.5

Compounds were not picked by outcome. Share with any hit: about 8.9%.
